High-throughput results deposited in PubChem by National Center for Advancing Translational Sciences (NCATS).
DT40 TDP1 CPT: DT40-hTDP1 cell growth loss with CPT. chicken DT40 Tdp1-/-;hTDP1 cells + 20 nM CPT, ATP luminescence, 48 h. Potency, µM (doses to about 46.2 µM), inactives show top-dose activity change, negative = growth inhibition, most hits filed as inhibitors. 420,000 compounds, 12% hits; note: nearly all actives have a fitted effect of over 55% in size
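Cell growth measured by CellTiter-Glo luminescence after a minimum 48 h, 37 C compound exposure with 20 nM CPT in Tdp1-knockout DT40 cells stably expressing hTDP1, seeded 400/well; qHTS titration format.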
DT40 TDP1 no CPT: qHTS for Inhibitors of human tyrosyl-DNA phosphodiesterase 1 (TDP1): qHTS in cells in absence of CPT; DT40 Tdp1-/- hTDP1 cells, no CPT, ATP luminescence, 48 h; Potency, µM (series often up to 46.2 µM), inactives show at the highest dose activity change, negative = growth inhibition, actives largely listed as inhibitors; 420,000 compounds, 15% hits; AID 686978, 2013; note: nearly all actives have a fitted effect of over 55% in size
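Readout: luminescence from CellTiter-Glo after 30 min in the dark at RT. Cells: DT40 Tdp1-/- with stable hTDP1, 400/well. Exposure: compounds alone, ≥48 hr, 37 °C.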
GCN5L2 inh: inhibitors of human GCN5L2 histone acetyltransferase. 390,000 compounds, 0.21% hits. GCN5L2 HAT assay, ThioGlo1 CoA-SH fluorescence. Potency, µM (doses to about 58.9 µM), for inactives: top-dose activity change, negative = inhibition, hits mostly inhibitors. AID 504327
Target sequence (Q92830 whole entry, looked up): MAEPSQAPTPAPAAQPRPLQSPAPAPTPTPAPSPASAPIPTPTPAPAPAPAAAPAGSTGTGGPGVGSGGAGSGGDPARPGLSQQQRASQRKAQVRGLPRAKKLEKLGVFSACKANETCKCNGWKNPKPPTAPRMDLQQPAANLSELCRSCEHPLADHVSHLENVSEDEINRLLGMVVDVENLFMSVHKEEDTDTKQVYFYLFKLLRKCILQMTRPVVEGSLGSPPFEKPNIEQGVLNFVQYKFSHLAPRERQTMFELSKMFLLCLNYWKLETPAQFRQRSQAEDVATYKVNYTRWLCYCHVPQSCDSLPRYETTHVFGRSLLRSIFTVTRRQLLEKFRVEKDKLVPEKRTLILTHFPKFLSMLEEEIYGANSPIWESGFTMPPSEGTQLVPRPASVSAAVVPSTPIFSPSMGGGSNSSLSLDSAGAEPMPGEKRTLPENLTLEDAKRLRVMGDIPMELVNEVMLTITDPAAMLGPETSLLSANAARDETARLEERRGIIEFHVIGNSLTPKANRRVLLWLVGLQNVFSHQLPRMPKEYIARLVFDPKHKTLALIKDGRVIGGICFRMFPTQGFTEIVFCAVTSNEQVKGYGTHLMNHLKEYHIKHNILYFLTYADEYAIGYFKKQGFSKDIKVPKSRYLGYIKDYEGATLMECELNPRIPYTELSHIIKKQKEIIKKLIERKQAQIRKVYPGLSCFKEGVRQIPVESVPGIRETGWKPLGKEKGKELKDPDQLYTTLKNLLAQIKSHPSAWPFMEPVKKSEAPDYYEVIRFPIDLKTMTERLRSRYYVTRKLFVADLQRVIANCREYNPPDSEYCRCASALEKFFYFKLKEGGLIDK
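ThioGlo1-coupled HAT assay: 20nM GCN5L2, 70uM acetyl-CoA, 75uM H3(1-25) peptide, pH 7.5. Fluorescence read at 340/540nm at start and after 20 min at room temperature.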
Starred values were filed as active, the others as inactive; ? = inconclusive; . = not tested or not shown; [ ] = dose if it differs, or a comment. Calls come from the whole dose curve; as a rule, active = well fitted curve in the direction sought with a large enough effect; inconclusive = small, poorly fitted or top-dose-only effect, or another doubt; inactive = no such curve, though single readings can be large; an effect the other way counts as inactive or inconclusive. % is set by controls: 0 for no effect and ±100 for the full control effect; potency is the fitted concentration of half-maximal effect. The list is partial, so the mix of outcomes need not match the whole.

SMILES | DT40 TDP1 CPT | DT40 TDP1 no CPT | GCN5L2 inh
Cc1nc(N2CCN(c3ccccc3)CC2)nc2c1C(=O)CC(C)C2 (centres undefined) | ? | ? | -3.0%
O=C(CSc1ccc2nnc(-c3ccccn3)n2n1)Nc1ccccc1C(F)(F)F | -28.6% | 3.3% | -8.2%
CCOc1ccccc1CNC(=O)Cn1nc(C)c2nn(-c3ccc(Cl)cc3)c(C)c2c1=O | ? | 18.4µM* | -11.7%
CCN(C(=O)CSc1nc2ccc(C)cc2[nH]1)C1CCS(=O)(=O)C1 (centres undefined) | -5.6% | 10.1% | 0.8%
C=CCOC(=O)C1=C(C)Nc2ncnn2C1c1cc(Br)ccc1F (centres undefined) | ? | ? | -22.8%
Cc1ccc(-c2noc(-c3cc(-c4ccc(F)cc4)n[nH]3)n2)cc1 | -12.2% | ? | -2.6%
C#CCn1c(C)cc(C)c(S(=O)(=O)c2ccccc2)c1=O | 13.4% | -0.5% | -5.6%
COc1ccc(Oc2ncc3nc(-c4cccs4)c(=O)n(C)c3n2)cc1 | 2.2% | -2.3% | ?
CCOC(=O)N1CCN(S(=O)(=O)N2CCCC(C(=O)NCCc3ccc(Cl)cc3)C2)CC1 (centres undefined) | ? | ? | 0.0%
CS(=O)(=O)N1CCc2cc(C(=O)Nc3ccc(COCC(F)(F)F)cc3)ccc21 | 18.4µM* | ? | -10.7%
N#CC1=C(N)C(C#N)(C#N)[C@H](c2c(F)cccc2F)[C@H]2CC3(CC=C12)OCCO3 | ? | 16.4µM* | -16.0%
CC1=C(C(=O)OCC2CCCO2)C(c2ccc(O)cc2)NC(=O)N1 (centres undefined) | -21.7% | 15.8% | -1.5%
OC(c1cccc(Cl)c1)c1ncc(-c2ccc(C(F)(F)F)cc2)[nH]1 (centres undefined) | ? | ? | .
N#CCC(=O)Nc1ccc(C(=O)OCC(=O)NCCCc2ccccc2)cc1 | -12.1% | 4.9% | -1.5%
Cc1ccc2[nH]c3c(=O)n(CC(=O)N(C)c4cc(Cl)ccc4C)ncc3c2c1 | 18.4µM* | 14.6µM* | -2.7%
COc1ccc(-n2c(=O)[nH]c3c(C(N)=O)nc(C4CCCCC4)nc32)cc1 | ? | ? | -9.0%
Cn1ncc2c(Nc3ccc(O)cc3)nc(Cl)nc21 | -3.1% | -5.3% | -2.5%
O=C(COc1ccc(C(=S)N2CCCC2)cc1)Nc1ccccc1C(F)(F)F | ? | -25.5% | -1.3%
O=C(COC(=O)C1CC2C=CC1C2)Nc1cccc(S(=O)(=O)N2CCOCC2)c1 (centres undefined) | -16.3% | -22.3% | -2.8%
O=[N+]([O-])c1cc([N+](=O)[O-])c(Oc2c(F)cc(F)cc2F)cc1NN1CCCCC1 | ? | ? | -1.8%
CC(=O)C(C)n1c(CN2CCN(C(=O)c3ccco3)CC2)nc2c1c(=O)n(C)c(=O)n2C (centres undefined) | -2.0% | 5.1% | -5.0%
Cc1cc(C)n(-c2ccc(C(=O)N3CCc4c(cnc(C)c4CNC(=O)c4ccccc4F)C3)cc2)n1 | -7.0%[9.04 µM] | -9.8% | .
CCOc1ccc(Nc2nc3cc(Cl)c(Cl)cc3nc2-n2nc(C)cc2C)cc1 | 2.9% | 3.8% | -17.4%
CCCCN(CCCC)C(=O)/C=C/c1cccc([N+](=O)[O-])c1 | ? | 16.4µM* | -21.3%
Cc1ccc(-n2nc(C)c(C(=O)NCCCN3CCN(c4cccc(Cl)c4)CC3)c2-n2cccc2)cc1 | 8.2µM* | 5.8µM* | -15.4%

More results
SMILES | DT40 TDP1 CPT | DT40 TDP1 no CPT | GCN5L2 inh
Oc1ccc(Cc2ccc(Cl)cc2)c(O)c1 | ? | ? | 0.1%
CN1CCN(/N=C/c2ccc(C#N)cc2)CC1 | 1.0% | -20.6% | -4.3%
Nc1nnnn1CC(=O)N/N=C/c1cccs1 | 10.7% | -20.2% | 0.2%
O=C(Nc1ccc(F)cc1)N1CCCCCC1 | ? | 3.4% | -2.1%
Oc1c(N=NC(=S)Nc2ccccc2F)c2ccccc2n1Cc1ccccc1F | 16.4µM* | 7.31µM* | -9.6%
O=C(CN(CCc1ccccc1)C(=O)CNS(=O)(=O)c1ccc(F)cc1)NCC1CCCO1 (centres undefined) | -5.5% | -13.8% | 0.2%
CNC(=O)c1sccc1-n1cccc1 | -4.6% | -13.8% | 2.4%
COc1cccc(-c2nn(C)c3sc(C(=O)NCc4ccc5c(c4)OCO5)cc23)c1 | 13µM* | ? | -10.5%
Cn1c(SCC(=O)NC2CCCCC2)nnc1-c1cc2cc(Cl)ccc2o1 | ? | ? | 0.0%
COc1cccc(/C=N/NC(=O)c2cnccn2)c1 | -15.9% | -7.7% | 1.8%
COCc1cc(C)nc2sc(C(=O)NCCO)c(-n3cccc3)c12 | -6.7% | 16.7% | 0.6%
Cc1cc(NC(=O)CN2C(=O)C3CC=CCC3C2=O)no1 (centres undefined) | 5.2% | 3.7% | -8.1%
CCc1cccc(C)c1NC(=O)Nc1ccc2c(c1)OCO2 | 1.8% | -18.0% | -12.5%
Cc1ccc(C)c(NC(=O)CCC(=O)NN=C2CCCC2)c1 | -12.6% | -0.2% | -3.0%
COCCN1CCN(C(=O)c2cnn(-c3nccc(-c4cc5ccccc5o4)n3)c2C2CC2)CC1 | -2.3%[9.04 µM] | -24.8% | .
O=C(NNc1ncc(C(F)(F)F)cc1Cl)c1c(Cl)cccc1Cl | 4.11µM* | 4.11µM* | -12.5%
Cc1ccc(NC(=O)C2CCCN2C(=O)OCc2ccccc2)c(O)c1 (centres undefined) | -11.0% | -8.5% | -6.8%
COC(=O)C1=C(NC(=O)c2ccc(Br)cc2)CCS1 | -5.3% | -26.2% | -5.0%
CC(=O)c1ccc[n+](CC(=O)NC(C)c2ccccc2)c1 (centres undefined) | 21.5% | 2.6% | -9.4%
CC(C)COC(=O)C(N)C(C(=O)OCC(C)C)c1ccccc1 (centres undefined) | -18.7% | ? | -5.3%
Cc1c(Cl)cccc1NC(=S)N=Nc1c(O)n(CN2CCOCC2)c2ccccc12 | 5.8µM* | 1.46µM* | -6.7%
Cc1nc2ccccn2c(=O)c1NC(=O)c1ccc(F)c(F)c1 | 1.4% | -21.4% | -6.9%
Cc1ccc(-n2nc3ccc(NC(=O)/C=C/c4ccco4)cc3n2)cc1C | 23.1µM* | 18.4µM* | -0.8%
Cc1ccc(C(=O)NCCNC(=O)CN2CCOCC2)cc1 | -3.5% | 1.7% | -14.7%
Cc1ccc(NC(=O)/C(C#N)=C/c2ccc(C(C)C)cc2)cc1C | -16.8% | -15.8% | 0.7%

Entries of single compounds, quoted from the list. Screens in order: DT40 TDP1 CPT | DT40 TDP1 no CPT | GCN5L2 inh
Cc1cc(NC(=O)CN2C(=O)C3CC=CCC3C2=O)no1 (centres undefined) is listed as 5.2% | 3.7% | -8.1%
O=C(CSc1ccc2nnc(-c3ccccn3)n2n1)Nc1ccccc1C(F)(F)F is listed as -28.6% | 3.3% | -8.2%
Cn1ncc2c(Nc3ccc(O)cc3)nc(Cl)nc21 is listed as -3.1% | -5.3% | -2.5%
CN1CCN(/N=C/c2ccc(C#N)cc2)CC1 is listed as 1.0% | -20.6% | -4.3%
Oc1c(N=NC(=S)Nc2ccccc2F)c2ccccc2n1Cc1ccccc1F is listed as 16.4µM* | 7.31µM* | -9.6%

The main list resumes, repeating the two entries before the break.
SMILES | DT40 TDP1 CPT | DT40 TDP1 no CPT | GCN5L2 inh
Cc1ccc(C(=O)NCCNC(=O)CN2CCOCC2)cc1 | -3.5% | 1.7% | -14.7%
Cc1ccc(NC(=O)/C(C#N)=C/c2ccc(C(C)C)cc2)cc1C | -16.8% | -15.8% | 0.7%
CN(CCCNC(=O)c1ccc(/C=N/O)nc1)CCCN(C)Cc1ccccc1 | ? | 23.1µM* | -9.3%
CCOc1ccc(S(=O)(=O)N2CCC(C(=O)NCC3CCCO3)CC2)cc1Cl (centres undefined) | -18.3% | -25.5% | -0.7%
O=C(CSc1nc(C2CC2)nc2ccccc12)Nc1ccccc1Cl | -22.7% | -24.8% | -3.4%
COc1ccccc1C(=O)COC(=O)C1CCN(S(=O)(=O)c2ccccc2)CC1 | -24.7% | 7.9% | .
NC(=O)C1CCN(C(=O)COc2ccc3c4c(c(=O)oc3c2)CCC4)CC1 | 2.9% | 3.6% | -11.0%
COc1ccc(NS(=O)(=O)c2ccc3oc(SC(C)C(N)=O)nc3c2)cc1 (centres undefined) | 16.4µM* | 11.6µM* | -2.7%
Cc1ccc(NC(=O)Nc2nnc(N3CCCC3)s2)c(C)c1 | -1.2% | -4.0% | -0.2%
CCCCCCN(CCCCCC)c1ccc(/C=C/c2ccnc3ccccc23)cc1 | ? | ? | .
Cc1ccc2c(CC(=O)Nc3ccc(S(=O)(=O)N4CCCCC4C)cc3)coc2c1C (centres undefined) | ? | ? | -8.5%
CCC(c1nnnn1C(C)(C)C)N1CCN(C/C=C/c2ccccc2)CC1 (centres undefined) | ? | ? | .
COC(=O)c1scc(-c2ccc(C)cc2)c1S(=O)(=O)Nc1ccc(OC(F)(F)F)cc1 | -7.2% | -8.5% | -3.0%
Cc1cc(NC(=O)COC(=O)c2oc3c(Cl)cccc3c2C)no1 | -21.4% | -12.5% | 1.4%
N#CCSc1nc2sccc2c(=O)n1-c1ccccc1 | 10.2% | 13.8% | -26.2%
COc1cccc(Cc2n[nH]c(=S)n2Cc2ccco2)c1 | -23.7% | -11.0% | -0.7%
CCOC(=O)C1CCN(CCC(=O)Nc2cccc(Cl)c2)CC1 | -17.6% | -11.4% | -5.4%
C=CCNc1nc(C2(C)CC3(CC(C)(C)OC3=O)C(=O)O2)cs1 (centres undefined) | -25.1% | -28.1% | -4.1%
O=S1(=O)CC(N2CCN(CC3CC3)CC2)CN1C1CCCC1 (centres undefined) | -3.2% | -9.2% | .
COC(=O)[C@]1(C)CCC[C@@]2(C)C3CC[C@@]4(C)C[C@]3(CCC21)CC(=O)N4C (some centres undefined) | ? | ? | -2.4%
CCn1cc(Cl)c(C(=O)Nc2ccc3c(c2)OCCO3)n1 | -27.6% | -23.5% | -6.4%
O=C(NCc1ccc(Cl)cc1)c1ccccc1Oc1ccccc1 | ? | ? | -22.2%
Cc1cc(N)ccc1NC(=O)CN1CCOCC1 | 3.4% | 4.7% | 0.1%
COc1ccc(/C(C)=N/NC(=O)c2ccc(CSc3cccc4cccnc34)cc2)cc1OC | ? | 15.8µM* | ?
COCCNC(=O)C1CCCN(C(=O)COc2ccc(Cl)cc2Cl)CC1 (centres undefined) | -10.5% | -13.7% | .
COc1cc(/C=C/C(=O)OCC(=O)N2CCC(C)CC2)ccc1O | -10.2% | -14.9% | 0.1%
O=C(NCCCN1CCOCC1)c1ccc(Br)s1 | -3.1% | -10.4% | -4.9%

Further structures follow:
SMILES | DT40 TDP1 CPT | DT40 TDP1 no CPT | GCN5L2 inh
COc1ccc(C)cc1S(=O)(=O)NC(C)C(=O)NC1CC1 (centres undefined) | 3.3% | -0.1% | -3.8%
COCCN(C(=O)COC(=O)CCCOc1ccc(OC)cc1)c1c(N)n(Cc2ccccc2)c(=O)[nH]c1=O | -14.5% | -4.4% | ?
Cc1cccc(C)c1OCC(=O)N(Cc1ccco1)Cc1ccco1 | ? | 23.1µM* | -6.4%
CCC(Cc1ccccc1)NC(=O)c1csc2c1CCCCC2 (centres undefined) | 13µM* | ? | 0.7%
O=[N+]([O-])/C(Cl)=C(/NCCO)C(Cl)=C(Cl)Cl | -3.9% | -0.5% | .
CCn1cc(C(=O)NCc2ccc(C)cc2)c(=O)c2cc(S(=O)(=O)N3CCC(C)CC3)ccc21 | -5.9% | -18.1% | -15.7%
Cn1c(C2=C(O)CN(c3ccccc3)C2=N)nc2ccccc21 | 2.4% | -5.5% | -5.2%
CCc1nnc(NC(=O)CCC(=O)N2CCN(C3c4ccccc4-c4ccccc43)CC2)s1 | ? | ? | 2.0%
O=C(CC(C(=O)O)c1ccc(Cl)cc1)c1ccc(Br)cc1 (centres undefined) | 7.7% | -14.1% | -1.2%
Cc1ccsc1C(=O)NCC(c1cccs1)N1CCOCC1 (centres undefined) | ? | ? | .
COc1ccc(Cl)cc1NC(=O)CN(C)CC(=O)Nc1ccc(C)cc1Br | -7.4% | ? | -13.1%
Cc1noc(C)c1S(=O)(=O)Nc1ccc2c(c1)C(=O)N([C@H](C)CO)C[C@H](C)[C@@H](CN(C)C(=O)NC(C)C)O2 | 1.1% | -8.1% | 2.9%
CC(OC(=O)c1ccc(Br)c(S(=O)(=O)N2CCOCC2)c1)C(=O)NC1CCCCC1C (centres undefined) | ? | ? | -1.9%
O=C(CSCc1ccccc1)NCCc1ccc(F)cc1 | 49.7%[activator] | 2.1% | -13.0%
O=C(N/N=C/c1ccc(N2CCCCC2)o1)c1ccccc1[N+](=O)[O-] | ? | ? | -10.6%
O=C(NCc1ccc2c(c1)OCO2)c1ccc(S(=O)(=O)N2CCOCC2)cc1 | ? | ? | -0.7%
